# Source: PubChem
# Tn7 DDE FP: inhibitors of Tn7 peptide binding to fibrin DD(E), primary screen, biochemical, fluorescence polarization, human fibrin, Tn7 probe; FP displacement of FITC-Tn7 peptide from fibrin DD(E); 0% = median of compound wells per plate; inhibition, % at 8.3 µM; actives 0.13% (n = 370,000); AID 720508, 2013;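 active = inhibition above the mean of compounds falling within the control limits plus 3 SD of them, cut at about 14% in these data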;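 note: 0% = plate median of compound wells and 100% = 10 µM Aha-Tn7 peptide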
#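 Assay system: human fibrin DD(E). Input: DD(E) 2 µM final. Medium: Tris buffer with calcium and detergent, pH 7.8. Compound dosing: single point at 8.3 µM. Timing: 10 min plus 3 h, room temperature. Technique: fluorescence polarization of the labelled Tn7 tracer. Read-out: percent inhibition. Replicates: singlicate testing.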
# ADAM10 inh: human ADAM10 inhibitors, primary screen, biochemical, QFRET, HTS. Disintegrin and metalloproteinase domain-containing protein 10 (Homo sapiens), O14672. recombinant ADAM10, EDANS/DABCYL FRET peptide cleavage, 3 h. inhibition, % at 7 µM. actives 0.62% (n = 370,000). AID 720582, 2013;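 active = inhibition above a per-campaign cutoff equal to the mean of compounds falling between control-based bounds plus 3 SD, cut at about 20% in these data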;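 note: 0% = DMSO wells while the 100% control is not disclosed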
# Target sequence (O14672 214-748 limits assumed): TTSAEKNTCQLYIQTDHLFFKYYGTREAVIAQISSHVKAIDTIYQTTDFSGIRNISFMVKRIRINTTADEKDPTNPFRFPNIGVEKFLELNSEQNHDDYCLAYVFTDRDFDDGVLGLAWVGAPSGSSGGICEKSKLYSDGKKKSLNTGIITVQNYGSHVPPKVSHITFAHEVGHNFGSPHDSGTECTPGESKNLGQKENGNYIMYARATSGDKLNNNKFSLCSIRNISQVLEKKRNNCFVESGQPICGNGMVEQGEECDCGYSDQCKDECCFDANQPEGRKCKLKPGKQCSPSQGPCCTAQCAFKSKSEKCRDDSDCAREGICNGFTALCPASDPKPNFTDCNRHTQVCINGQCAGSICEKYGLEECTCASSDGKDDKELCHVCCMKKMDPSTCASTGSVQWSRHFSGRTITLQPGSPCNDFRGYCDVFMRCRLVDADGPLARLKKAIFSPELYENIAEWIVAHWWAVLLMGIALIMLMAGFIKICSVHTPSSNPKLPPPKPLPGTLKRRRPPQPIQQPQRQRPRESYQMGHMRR
# Tn6 DDE FP: inhibitors of Tn6 peptide binding to fibrin DD(E), primary screen, biochemical, fluorescence polarization, human fibrin, Tn6 probe; Fibrinogen beta chain (Homo sapiens), P02675; Fibrin DD(E) TRITC-Tn6 fluorescence polarization displacement; inhibition, % at 8.3 µM; actives 0.21% (n = 370,000); AID 720509, 2013;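 active = inhibition above a per-campaign cutoff: mean of compounds within control limits plus 3 SD, cut at about 15% in these data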;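 note: 0% = median of all compound wells on the plate and 100% = blocking peptide control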
# PLC-gamma1 inh: PLC-gamma1 enzyme inhibitors, primary screen, biochemical, fluorescence, purified enzyme. actives 0.84% (n = 370,000). inhibition, % at 12.2 µM. fluorogenic substrate. AID 720700, 2013; in the data active = inhibition above about 9.5%
# ASAP1 GAP inh: inhibitors of human ASAP1 ArfGAP activity, primary screen, biochemical, fluorescence polarization. ASAP1-stimulated ARF1 GTP hydrolysis, GDP FP detection. inhibition, % at 16.5 µM. actives 0.19% (n = 360,000); in the data active = inhibition above about 25%;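 note: 0% = vehicle with enzyme and substrate and 100% = no enzyme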
# ARFGAP1 inh: inhibitors of rat ARFGAP1 GAP activity, primary screen, biochemical, fluorescence polarization, GDP tracer; Arfgap1-stimulated ARF1 GTP hydrolysis, GDP FP detection; inhibition, % at 16.5 µM; actives 0.26% (n = 360,000); AID 651572, 2012;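 active = inhibition above a per-plate limit, mean inhibition of low control wells plus 3 SD, cut at about 25% in these data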;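 note: 0% = DMSO wells with enzyme and 100% = wells lacking Arfgap1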
# Target sequence (Q62848 1-136 limits assumed): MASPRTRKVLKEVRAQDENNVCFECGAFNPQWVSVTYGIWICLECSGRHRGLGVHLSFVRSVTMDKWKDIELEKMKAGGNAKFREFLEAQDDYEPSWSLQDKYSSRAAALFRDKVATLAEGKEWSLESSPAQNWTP
#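 Material – truncated rat Arfgap1 GAP domain · Buffer or medium – HEPES-based buffer, pH 7.5 · Reagent – human ARF1(Δ1-17)-GTP substrate · Dosing – 16.5 µM single point, 1.26% DMSO · Schedule – GTP hydrolysis reaction 2 h at 25 °C · Technique – GDP detection by fluorescence polarization · Benchmarks – No-Arfgap1 wells (100%) versus DMSO full-reaction wells (0%) · Repeats – single replicate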
# PLC-beta3 inh: human PLC-beta3 inhibitors, primary screen, biochemical, fluorescence; inhibition, % at 12.2 µM; 1-phosphatidylinositol 4,5-bisphosphate phosphodiesterase beta-3 (Homo sapiens), Q01970; Purified PLC-beta3, fluorogenic substrate; actives 0.18% (n = 370,000); in the data active = inhibition above about 11%;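 note: 0% = median of compound wells on plate and 100% = full blocker control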
# TDP2 inh: human TDP2 enzyme inhibitors, primary screen, biochemical, epi absorbance, recombinant enzyme; inhibition, % at 12.8 µM; actives 0.34% (n = 370,000); T5PNP hydrolysis, p-nitrophenol absorbance 415 nm;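 active = inhibition above the mean of all tested compounds plus 3 SD, set per campaign, cut at about 25% in these data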;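 note: 0% = DMSO with enzyme and 100% = buffer with substrate but no TDP2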
# Target sequence (O95551 whole entry, looked up): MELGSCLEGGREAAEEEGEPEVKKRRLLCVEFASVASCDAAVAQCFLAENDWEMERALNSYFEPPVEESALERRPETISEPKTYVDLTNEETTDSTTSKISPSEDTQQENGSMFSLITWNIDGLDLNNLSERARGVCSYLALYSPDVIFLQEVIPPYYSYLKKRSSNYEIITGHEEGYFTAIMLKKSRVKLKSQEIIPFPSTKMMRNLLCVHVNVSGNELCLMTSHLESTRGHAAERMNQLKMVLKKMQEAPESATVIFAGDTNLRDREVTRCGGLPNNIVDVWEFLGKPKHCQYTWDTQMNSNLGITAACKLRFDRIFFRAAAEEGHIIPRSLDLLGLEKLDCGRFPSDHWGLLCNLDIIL
#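 Assay system: recombinant human TDP2 / Reagent: T5PNP substrate at 5 mM, a TopII-DNA adduct mimic / Measured by: epi absorbance from released p-nitrophenol / Evaluation: % inhibition relative to enzyme-containing and enzyme-free wells / Control set: enzyme-free and DMSO wells / Replicates: each compound tested once, singlicate / Schedule: enzyme reaction with compound for 2 h at 37 °C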
# SIAE primary: human SIAE inhibitors, primary screen, biochemical, fluorescence polarization, FP-Rh probe, 1536-well HTS; Sialate O-acetylesterase (Homo sapiens), Q9HAT2; SIAE FP-Rh probe binding; inhibition, % at 9.66 µM; actives 0.69% (n = 370,000);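 active = inhibition above a cutoff: mean of compounds within the control limits plus 3 SD of those, cut at about 17% in these data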;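 note: 0% = plate median of compound wells and 100% = probe without SIAE protein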
# ADAM17 inh: ADAM17 inhibitors, primary screen, biochemical, QFRET | actives 0.83% (n = 370,000) | AID 720648, 2013 | Disintegrin and metalloproteinase domain-containing protein 17 (Homo sapiens), P78536 | inhibition, % at 6.95 µM | recombinant ADAM17, EDANS/DABCYL FRET peptide cleavage;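 active = inhibition above the mean of compounds lying between control limits plus 3 SD, set per campaign, cut at about 8.5% in these data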;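 note: 0% = DMSO-only wells as the low control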
# * = called active by the depositor; i = inactive; . = not tested or not shown.
SMILES,Tn7 DDE FP,ADAM10 inh,Tn6 DDE FP,PLC-gamma1 inh,ASAP1 GAP inh,ARFGAP1 inh,PLC-beta3 inh,TDP2 inh,SIAE primary,ADAM17 inh
CCNCCNC(=O)c1c(O)c2cccc3c2n(c1=O)CCC3,2,-24,2,-8,5,-1,-1,5,13,-15
CCC(C)NC(=O)C1CCN(S(=O)(=O)c2cccc3cccnc23)CC1 (stereo not drawn),4,-10,-3,1,1,12,2,4,2,1
CCOc1cc(/C=N/NC(=O)CCc2n[nH]c(=O)[nH]c2=O)ccc1O,-6,-3,-10,0,1,0,2,6,10,0
CCC1CCCCN1C(=O)CSc1nnc(-c2ccc(Cl)s2)o1 (stereo not drawn),5,3,-4,3,-9,-5,4,-6,6,1
CCOC(=O)c1sc(Nc2ccc(F)cc2)nc1C,1,-4,3,-30,-7,-3,-36,-9,-7,-1
Cc1ccc(-n2c(=O)[nH]cc(C(=O)N3CCc4ccccc43)c2=O)cc1C,0,-3,3,0,10,-11,0,8,-4,2
CC(C)(C)OC(=O)NCCCC[C@H](NC(=O)c1nc[nH]c1C(=O)NC1CCN(C(=O)OC(C)(C)C)CC1)C(=O)OC(C)(C)C,-4,17,-2,-4,17,6,-1,-11,-3,8.9*
CS(=O)(=O)c1ccc(Cl)c(NC(=O)CCN2C(=O)NC3(CCCC3)C2=O)c1,-2,-15,-3,4,2,2,-2,-1,5,-5
COc1ccc([C@H]2OC(=O)C[C@H]2C(=O)N2CCCC2)cc1OC,-2,-4,-4,1,.,.,1,0,-1,-1
O=C1NC[C@H](Cc2ccccc2)N(C[C@H]2CCCN2C[C@H](Cc2ccccc2)N2C[C@H](Cc3ccc(O)cc3)N(CCc3ccccc3)C(=O)C2=O)C1=O,-3,-6,-3,0,1,-2,1,-5,2,-5
CCN(c1ccccc1)S(=O)(=O)c1cc(NC(=O)COC(=O)C2CC2)ccc1Cl,-2,-12,-9,0,-3,17,-3,-10,-6,2
O=C(Cc1ccccc1)Nc1c[nH]c(=O)[nH]c1=O,2,-3,-6,1,-4,-2,3,8,8,-1
CC(C)(C)c1ccc(C(=O)NCCOc2ccccc2F)cc1,0,4,5,-1,-14,-14,-7,-14,0,-2
Cc1ccccc1N(CC(=O)NCc1ccco1)C(=O)CCC(=O)Nc1nccs1,7,-1,0,-3,-2,-9,-2,0,7,-4
O=[N+]([O-])c1ccc(-c2cnc(SCc3ccccc3Cl)[nH]2)cc1,3,20*,-4,-36,-2,11,-54,-3,-1,1
Cc1nnc(SCCC(C)C)[nH]c1=O,1,7,1,-3,-6,1,1,-2,5,-1
COc1ccccc1C(=O)NCCC(=O)N1CCN(C(=O)c2ccco2)CC1,2,-13,4,-5,0,6,-12,-6,-1,2
Cc1c(NC(=O)C(c2ccccc2)c2ccccc2)cccc1C(=O)O,-3,6,8,-2,-3,-4,-4,4,-3,-2
CNC(=O)C12N=CNN=C1N(C)C(=O)N2C (stereo not drawn),-1,11,-4,3,-3,5,4,0,0,4
O=C(O)CCC(=O)Nc1ccc(F)cc1,-7,6,0,2,-1,-5,3,6,4,-4
Cc1nc(C(C)N(C)Cc2nc(Cc3ccccc3F)no2)c(C)s1 (stereo not drawn),-9,8,3,7,-33,6,-2,-12,-3,2
CCOP(=O)(OCC)C(Nc1cccc(C(F)(F)F)c1)c1ccc(F)cc1 (stereo not drawn),5,4,4,-1,-6,3,0,-6,5,4
O=C(NCCc1ccccc1F)C1CCC(=O)N(CCCN2CCCC2=O)C1 (stereo not drawn),7,4,1,-2,7,1,-7,0,2,-6
O=C(c1ccc(F)cc1)N1CCCC(c2nc(-c3ccncc3)no2)C1 (stereo not drawn),-2,4,-2,0,3,1,1,-3,7,-1

# Structures above marked active in ADAM10 inh.
SMILES,Tn7 DDE FP,ADAM10 inh,Tn6 DDE FP,PLC-gamma1 inh,ASAP1 GAP inh,ARFGAP1 inh,PLC-beta3 inh,TDP2 inh,SIAE primary,ADAM17 inh
O=[N+]([O-])c1ccc(-c2cnc(SCc3ccccc3Cl)[nH]2)cc1,3,20*,-4,-36,-2,11,-54,-3,-1,1

# Next compounds follow.
SMILES,Tn7 DDE FP,ADAM10 inh,Tn6 DDE FP,PLC-gamma1 inh,ASAP1 GAP inh,ARFGAP1 inh,PLC-beta3 inh,TDP2 inh,SIAE primary,ADAM17 inh
COc1ccc(OC)c(C2C3=C(CC(C)(C)CC3=O)Nc3nnnn32)c1 (stereo not drawn),2,-20,-5,0,-3,2,-3,6,-2,-9
COc1ccc(C2NC(=O)c3sc4nc(C)c(C(C)=O)c(-c5ccc(Cl)cc5)c4c3N2)cc1 (stereo not drawn),-7,1,-2,-6,-1,7,-7,-16,-2,-1
CCOc1ccc(-c2cc(N)n(S(=O)(=O)c3cccc4nsnc34)n2)cc1,-8,7,-10,2,3,-2,-7,-1,6,2
O=C(NCc1ccccc1)C1(C(F)(F)F)C/C(=C/CCO)CCCO1 (stereo not drawn),-4,6,3,-2,1,10,2,3,-6,0
CCCC(=O)Nc1ccc(Br)cn1,-8,1,-4,-2,3,4,-3,-1,-5,-1
Cc1ccc(C(=O)C2=C(O)C(=O)N(c3ncccn3)C2c2ccc(Cl)cc2)o1 (stereo not drawn),-4,-15,-1,-214,4,-10,-245,16,0,-9
CC(C)(C)c1cc[n+](-c2nc([O-])sc2C=O)cc1,3,18,1,0,-3,27*,2,-21,0,7
CNC[C@H]1OCc2ccccc2-c2ccccc2C(=O)N([C@H](C)CO)C[C@H]1C,4,4,7,4,10,0,4,3,0,3
C=C(C)Cn1c2ccc(NC(=S)NCc3ccccc3F)cc2c(=O)n1C,0,i,14,-334,9,-9,-414,8,6,-350
O=C(CCNC(=O)c1ccco1)Nc1ccc(OC(F)F)c(Cl)c1,3,7,-4,8,7,5,-2,-9,41*,2
COc1ccc(CNC(=O)C2CC(C)=C(C)CC2C(=O)O)cc1OC (stereo not drawn),2,-3,3,2,9,-7,-1,8,-6,0
CCc1nc2ccc(C(=O)N(C)CCCN(C)C)cn2c1N(C)Cc1cc2ccccc2s1,-7,-6,-2,-1,-5,-8,-4,4,1,-1

# Gathered by group: those above with a tert-butyl group.
SMILES,Tn7 DDE FP,ADAM10 inh,Tn6 DDE FP,PLC-gamma1 inh,ASAP1 GAP inh,ARFGAP1 inh,PLC-beta3 inh,TDP2 inh,SIAE primary,ADAM17 inh
CC(C)(C)OC(=O)NCCCC[C@H](NC(=O)c1nc[nH]c1C(=O)NC1CCN(C(=O)OC(C)(C)C)CC1)C(=O)OC(C)(C)C,-4,17,-2,-4,17,6,-1,-11,-3,8.9*
CC(C)(C)c1ccc(C(=O)NCCOc2ccccc2F)cc1,0,4,5,-1,-14,-14,-7,-14,0,-2
CC(C)(C)c1cc[n+](-c2nc([O-])sc2C=O)cc1,3,18,1,0,-3,27*,2,-21,0,7

# Going on with the list:
SMILES,Tn7 DDE FP,ADAM10 inh,Tn6 DDE FP,PLC-gamma1 inh,ASAP1 GAP inh,ARFGAP1 inh,PLC-beta3 inh,TDP2 inh,SIAE primary,ADAM17 inh
O=c1[nH]c(S)c(/C=C2\C=Nc3ccccc32)s1,4,14,3,-28,-3,2,-34,4,-2,7
Cc1ccc(NC(=O)CSC(C)C(=O)OCC(=O)N2CCN(C(=O)c3ccco3)CC2)cc1 (stereo not drawn),-1,-7,6,3,-2,5,-6,-5,0,-3
COc1ccc(S(=O)(=O)N2CCOCC2)cc1NC(=O)Cc1ccc(F)cc1,0,-11,9,0,-1,10,-4,6,3,-5
COc1ccc(NC(=O)N(C2CCCCC2)C(C)c2ccco2)c(OC)c1 (stereo not drawn),-5,-1,1,0,6,1,2,3,3,-2
c1cncc(C(c2nnnn2C2CCCC2)N2CCN(Cc3ccc4c(c3)OCO4)CC2)c1 (stereo not drawn),-2,9,1,5,-8,2,3,-11,1,5
CC(NC(=O)CN(c1ccccc1F)S(C)(=O)=O)c1ccccc1 (stereo not drawn),2,7,-1,5,-2,9,1,-5,9,-1
N/C(COc1ncn(-c2ccccc2)n1)=N\S(=O)(=O)c1ccc(Cl)cc1Cl,-5,0,-3,0,-8,0,2,4,0,0
CN1CCN(NC(=O)COc2cccc(C(F)(F)F)c2)CC1,6,-6,-11,0,-1,0,2,-2,2,-4

# Some of these compounds in order of the PLC-beta3 inh value, descending.
SMILES,Tn7 DDE FP,ADAM10 inh,Tn6 DDE FP,PLC-gamma1 inh,ASAP1 GAP inh,ARFGAP1 inh,PLC-beta3 inh,TDP2 inh,SIAE primary,ADAM17 inh
COc1ccc(NC(=O)N(C2CCCCC2)C(C)c2ccco2)c(OC)c1 (stereo not drawn),-5,-1,1,0,6,1,2,3,3,-2
CCOP(=O)(OCC)C(Nc1cccc(C(F)(F)F)c1)c1ccc(F)cc1 (stereo not drawn),5,4,4,-1,-6,3,0,-6,5,4
CCNCCNC(=O)c1c(O)c2cccc3c2n(c1=O)CCC3,2,-24,2,-8,5,-1,-1,5,13,-15
CCN(c1ccccc1)S(=O)(=O)c1cc(NC(=O)COC(=O)C2CC2)ccc1Cl,-2,-12,-9,0,-3,17,-3,-10,-6,2
O=[N+]([O-])c1ccc(-c2cnc(SCc3ccccc3Cl)[nH]2)cc1,3,20*,-4,-36,-2,11,-54,-3,-1,1
Cc1ccc(C(=O)C2=C(O)C(=O)N(c3ncccn3)C2c2ccc(Cl)cc2)o1 (stereo not drawn),-4,-15,-1,-214,4,-10,-245,16,0,-9

# Rows were taken by chance; about 3.6% have a hit in one of these screens.
